Screening results deposited in PubChem BioAssay by several laboratories.
LMP1 NFkB inh = EBV LMP1-driven NF-kappaB luciferase reporter inhibitors, primary screen, cell-based, luminescence, single point; 0.69% of 350,000 active; LMP1-induced NF-kappaB luciferase reporter cells; inhibition, % at 12.5 µM; in the data active means inhibition above about 41%;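 further: 0% = neutral control wells and 100% = reference inhibitor control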
KKLEB cytotox = cytotoxicity in KKLEB CF airway cells, primary screen, cytotoxicity control for CF NF-kB inhibitor project, cell-based, uHTS, fluorescence assay plates; 0.36% of 360,000 active; activity change (cytotoxicity), % at 5 µM; KKLEB CF airway cells viability, ATPlite luminescence, overnight; hits give low values; cells stimulated with P. aeruginosa culture filtrate;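 active means corrected activity change at or below -50% at 5 µM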
LRH-1 inv ag = LRH-1 (NR5A2) inverse agonists, primary screen, cell-based, luminescence, HEK293T, StAR-luciferase reporter | Nuclear receptor subfamily 5 group A member 2 (Homo sapiens), O00482 | LRH-1 transfected, 24 h | inhibition, % at 3.6 µM | 0.13% of 360,000 active | AID 602396, 2012;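 active means inhibition above the mean inhibition of all tested compounds plus 3 SD, cut at about 73% in these data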;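 further: 0% = DMSO wells and 100% = reporter-only cells lacking LRH-1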
SRC1 inh = SRC1 coactivator transcriptional activity inhibitors, primary screen, cell-based, luminescence; inhibition, % at 3.6 µM; Nuclear receptor coactivator 1 (Homo sapiens), Q15788; HEK293 GAL4-SRC1 luciferase reporter; 0.12% of 360,000 active; AID 588354, 2011;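 active means inhibition above the campaign mean plus 3 SD, with each screening campaign given its own cutoff, cut at about 60% in these data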;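 further: 0% = DMSO treated cells and 100% = gossypol at 36 µM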
CF NFkB block = inhibitors of PAF-induced NF-kB signaling, primary screen, cell-based, GFP fluorescence, uHTS; KKLEB NF-kB-GFP reporter, GFP fluorescence overnight; inhibition, % at 5 µM; 0.86% of 360,000 active; AID 588850, 2011;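 active means at least 50% inhibition at 5 µM, scaled per plate between neutral and stimulator controls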;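 further: PAF is a Pseudomonas aeruginosa culture filtrate used as stimulus; plate controls were PAF-stimulated DMSO wells for no effect and unstimulated DMSO wells for full effect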
SRC3 inh = SRC3 coactivator transcriptional activity inhibitors, primary screen, cell-based, luminescence | HEK293 GAL4-SRC3 luciferase reporter | inhibition, % at 3.6 µM | 0.17% of 360,000 active;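 active means inhibition above a per-campaign cutoff, the mean of all compounds plus 3 SD, cut at about 60% in these data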;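 further: 0% = DMSO-treated cells and 100% = gossypol-treated cells at 36 µM; higher means less SRC3-driven luciferase light from the GAL4 reporter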
TWEAK Fn14 block = inhibitors of TWEAK-Fn14 signaling, primary screen, luciferase reporter cells, uHTS; TWEAK-stimulated Fn14 reporter cells, luciferase luminescence, 8 h; inhibition, % at 10 µM; 2% of 360,000 active; AID 1159606, 2016; in the data active means inhibition above about 50%
TROY NFkB inh = inhibitors of TROY-driven NF-kB signaling, primary screen, Q293 LMP1-TROYcd cells, NF-kB luciferase, uHTS. Q293 LMP1-TROYcd NF-kB luciferase reporter, 4 h. inhibition, % at 10 µM. 0.98% of 360,000 active. AID 1347056, 2019;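 active means compounds whose plate-normalised and pattern-corrected inhibition of the luciferase reporter signal at the single screening dose is 50% or more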
NCOA2 inhibitor = inhibition of GAL4-SRC2 driven luciferase reporter, primary screen, SRC2 inhibitor project, cell-based, luminescence; Nuclear receptor coactivator 2 (Homo sapiens), Q15596; HEK293 GAL4-SRC2 luciferase reporter; inhibition, % at 9 µM; 0.17% of 370,000 active; AID 651957, 2012;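 active means inhibition above the mean inhibition of all tested compounds plus 3 SD, set per campaign, cut at about 52% in these data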;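 further: 0% = DMSO treated cells and 100% = cells given Gossypol at 36 µM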
TRAIL sens C8 = viability loss with TRAIL in NB7+C8 cells, primary screen, TRAIL sensitizer project, cell-based, ATPlite luminescence. inhibition (viability loss, TRAIL sensitization), % at 10 µM. 1% of 360,000 active. AID 624354, 2012;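 active means compounds causing at least 50% loss of cell viability in the single-dose screen, relative to plate controls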
COUP-TFII inh = NR2F2 transcriptional activity inhibitors, primary screen, cell-based, luciferase reporter, HEK293T, luminescence. HEK293T NGFI-A luciferase reporter. inhibition, % at 8.6 µM. 0.7% of 370,000 active. AID 686940, 2013;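 active means inhibition above a per-plate cutoff, mean inhibition of test wells between control levels plus 3 SD, cut at about 38% in these data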;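 further: cells cotransfected with COUP-TFII expression vector driving the NGFI-A reporter; 0% = median of COUP-TF2 test wells and 100% = reporter-only cells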
An asterisk follows results filed as active; nt = no result given. Hits appear at their usual frequency; overall some 4.2% were active at least once.

Compound,TRAIL sens C8,TWEAK Fn14 block,SRC3 inh,NCOA2 inhibitor,KKLEB cytotox,CF NFkB block,COUP-TFII inh,LMP1 NFkB inh,LRH-1 inv ag,TROY NFkB inh,SRC1 inh
Nc1c(-c2ccc3c(c2)OCCO3)oc2ccccc2c1=O,13,55*,-77,-29,1,4,-34,-29,-45,33,-70
CC1CCCC(C)N1S(=O)(=O)c1ccc(NC(=O)CNC2CCCC2)cc1 (stereo not drawn),-18,6,0,-14,0,-13,-17,0,2,13,11
C=CCn1c(=O)n(C)c2c(=O)n(C)c(=O)n(C)c21,-4,-3,-4,1,10,-6,12,-2,13,15,8
CCCCC(c1nnnn1CCOC)N1CCN(Cc2ccccc2)CC1 (stereo not drawn),0,-22,12,-14,8,-8,-6,-2,4,-9,-9
Cc1c(Cl)ccc2sc(NC(=O)CN3C(=O)c4ccccc4C3=O)nc12,10,-4,9,5,-8,-1,-2,5,1,7,-4
O=Cc1ccc(Oc2nc(Cl)ncc2F)cc1,-4,9,2,10,-12,-30,-20,-2,14,19,10
COc1ccc(CNS(=O)(=O)c2c(C)[nH]c(C)c2C(=O)N2CCCC2)cc1,10,20,1,-11,-6,6,-7,5,-1,-3,5
CC1(C)N=C(/C=N/O)CN1O,-11,6,11,-6,-4,14,7,0,2,7,-6
CCOCCCNC(=O)C1CCCCN1S(=O)(=O)c1ccc(F)cc1 (stereo not drawn),6,2,5,-5,-1,-4,0,-10,5,6,-16
Cn1ncc2c1ncn1nc(COc3ccc4ccccc4c3)nc21,-5,-12,-2,5,-8,6,-5,4,4,-19,-4
Cc1ccc(-n2ncc(C(=O)NCC3CCN(C4CCCC4)C3)c2C2CCN(C(=O)OC(C)(C)C)CC2)cc1C (stereo not drawn),-4,20,11,13,1,4,-2,-2,-6,8,-8
O=C(NCc1ccc(F)cc1)c1ccc2c(=O)n3c(nc2c1)CCCCC3,28,-28,-7,-2,2,-28,3,-9,-5,13,-2
O=[N+]([O-])c1cc(-c2nnc(-c3ccccc3)o2)ccc1Oc1ccc(Cl)cc1,5,-88,-36,-42,-30,19,-27,-11,-37,-64,-43
Cn1c2c(c(=O)n(C)c1=O)C(NC(=O)C(C)(C)C)(C(F)(F)F)C(=O)N2 (stereo not drawn),13,2,3,7,-2,-9,-17,-5,2,-18,-9
Cn1c(OCc2ccco2)nc2c1c(=O)n(Cc1ccc(Cl)c(Cl)c1)c(=O)n2C,-8,-9,16,nt,-6,-5,nt,4,-2,13,1
O=Cc1sc(=O)n(Cc2cccc(C(=O)O)c2)c1Cl,9,1,0,-1,4,7,16,-1,-1,-8,-26
CCc1ccc(NC(=O)/C(C#N)=C/c2ccncc2)cc1,-8,-15,7,-9,-21,1,-4,-2,-1,-6,11
Cc1cc2nc(-c3ccc[nH]c3=O)n(Cc3ccccc3F)c2cc1C,-4,8,-10,-9,-25,2,-13,-1,-18,-7,-5
C=CCOc1ccc(C2=NOC(C(=O)Nc3ccc4c(c3)OCCO4)C2)cc1 (stereo not drawn),1,18,0,8,3,3,-11,-2,8,30,8
Cc1c(NC(=O)/C(C#N)=C/c2c(Oc3ccccc3)nc3ccccn3c2=O)c(=O)n(-c2ccccc2)n1C,-6,-12,6,-4,7,12,-14,-2,8,6,0
CCc1nnc(NC(=O)CSc2nc3[nH]ncc3c(=O)[nH]2)s1,0,2,5,-7,-6,-8,4,-25,17,3,5
CC1C(=O)C(C)C(c2cc(Cl)ccc2O)NC1c1cc(Cl)ccc1O (stereo not drawn),-2,13,-4,2,-10,14,6,-16,-10,39,-11
CN(C)/C=C(\C=O)c1cccc(Cl)c1,1,18,-7,-12,1,12,-8,-10,-6,3,3
Cc1ccc(-c2nnc(SCC(=O)NNC(=O)COc3cccc(C)c3)n2C)cc1,11,12,-10,-15,-4,2,-5,9,13,-10,-8
NC(=O)c1sc2nc3c(c(-c4ccccc4)c2c1N)CCC3,-12,3,50,51,-15,78*,57*,44*,31,0,52
Cc1nnc(SCC(=O)NNC(=O)COc2ccc(Cl)cc2)n1C,-3,2,-17,-9,5,14,-12,1,21,-5,10
Cc1ccc2c(c1)C(c1ccncc1)=NNC(c1ccccc1)=N2,3,-4,-3,-6,11,-16,-12,3,2,-4,-39
CCCCSc1nnc(-c2ccc(NC(=O)CC)cc2)n1C,-3,-5,8,-6,12,1,23,-4,-2,-4,-3
Cc1nc2sccn2c(=O)c1S(=O)(=O)N1CCN(c2ccc(F)cc2)CC1,-10,4,6,-12,6,2,-12,2,16,4,-2
CC(C)C1NC(=S)N(Cc2ccccc2)C1=O (stereo not drawn),11,-7,14,14,-11,6,-13,9,-3,2,-9

Given with two lines to a compound: two of the compounds above
Below each compound: TRAIL sens C8 | TWEAK Fn14 block | SRC3 inh | NCOA2 inhibitor | KKLEB cytotox | CF NFkB block | COUP-TFII inh | LMP1 NFkB inh | LRH-1 inv ag | TROY NFkB inh | SRC1 inh
> Cc1ccc(-n2ncc(C(=O)NCC3CCN(C4CCCC4)C3)c2C2CCN(C(=O)OC(C)(C)C)CC2)cc1C (stereo not drawn)
    -4 | 20 | 11 | 13 | 1 | 4 | -2 | -2 | -6 | 8 | -8
> COc1ccc(CNS(=O)(=O)c2c(C)[nH]c(C)c2C(=O)N2CCCC2)cc1
    10 | 20 | 1 | -11 | -6 | 6 | -7 | 5 | -1 | -3 | 5

(further entries)
Compound,TRAIL sens C8,TWEAK Fn14 block,SRC3 inh,NCOA2 inhibitor,KKLEB cytotox,CF NFkB block,COUP-TFII inh,LMP1 NFkB inh,LRH-1 inv ag,TROY NFkB inh,SRC1 inh
COc1ccc(S(=O)(=O)Cc2ccc(C(=O)NCCCN3CCc4ccccc4C3)o2)cc1,4,0,-5,-4,2,-11,-13,-4,-3,13,9
C[C@]12C=CC(=O)C=C1CC[C@@H]1[C@@H]2[C@@H](O)C[C@@]2(C)[C@H]1CC[C@]2(O)C(=O)COC(=O)CCC(=O)O,-8,-4,-44,-3,16,56*,-50,9,8,21,-9
Cc1nnc(SCC(=O)N(C)CC(=O)Nc2ccc(F)cc2)n1Cc1ccccc1,-1,7,16,-3,18,-2,-4,-2,-2,-6,3
O=C(CCn1c(=O)sc2ccccc21)NCCC1=CCCCC1,6,-26,10,15,-5,8,-18,1,-36,-12,19
CCCS(=O)(=O)NC(=O)C1(C)CCN(C(=O)c2cccs2)C1 (stereo not drawn),-6,7,-6,-15,-7,6,-3,nt,6,-9,-8
CCn1c(/C=C/c2c(C)n(CC)c3ccccc23)nc2ccccc2c1=O,-3,-8,8,3,-25,31,-19,-14,4,-30,-1
COc1ccccc1-n1cc(CN2CCN(C3CCCC3)C(CCO)C2)cn1 (stereo not drawn),4,-11,4,-22,-9,-4,14,-5,2,2,-20
O=C(CSc1nccc(-c2cccs2)n1)Nc1ccc(Cl)cc1,-2,-16,20,12,-9,2,4,-5,35,11,3
O=S1(=O)N=C2CCCCCN2C(c2ccccc2)N1 (stereo not drawn),1,3,-4,4,3,8,0,-21,8,11,-25
O=c1nc2n(c3ccc(Br)cc13)CCS2,-16,-5,-1,-12,-2,11,4,3,-6,4,-16
Cc1ccc(NC(=O)C(C)Sc2nnc3n2CCCCC3)cc1S(=O)(=O)N1CCOCC1 (stereo not drawn),5,1,11,-5,-20,19,-2,-3,-3,-2,-8
O=C(C1CCCCC1)N1C[C@@H](O)[C@H](n2cc(-c3ccc(F)cc3)nn2)C[C@@H]1c1ccc(Cl)cc1,25,11,10,-12,-7,6,-5,-5,28,-3,6
CC(=O)c1ccc(NC(=O)C(C)N(C)CC(=O)Nc2cccc(F)c2)cc1 (stereo not drawn),-1,5,15,8,20,4,-6,1,14,3,-9
OCC1(Cc2ccc(F)cc2)CCCN(CCc2ccccc2)C1 (stereo not drawn),-3,-11,2,-20,-2,-9,20,5,20,11,5
CCN(C#N)c1nc(NC(C)C)nc(NC(C)C)n1,-8,-17,8,nt,-10,-5,nt,2,-11,-45,-2
CC(NC(=O)C1CCCC1)c1ccccc1 (stereo not drawn),6,-4,-7,-8,4,-2,4,6,19,11,-1
CCN(CC)S(=O)(=O)c1ccc(N=NC2=C(O)CCCC2=O)cc1,-2,2,10,-32,2,-8,16,63*,20,7,5
COc1cccc2[nH]c3c(=O)n(CCCN4CCOCC4)cnc3c12,-4,4,13,10,-4,-13,-1,-10,-3,2,1
O=C(Nc1c(-c2ccc3c(c2)OCO3)[nH][nH]c1=O)c1cnccn1,8,4,-16,14,6,-4,5,nt,19,9,8
CCOc1ccc(-c2nnc(-c3cccs3)o2)cc1OCC,-8,-23,-73,-53,6,-8,-6,-11,-30,-98,-75
O=C(NCC1CC1)[C@@H]1C[C@H]1[C@@H](NP(=O)(c1ccccc1)c1ccccc1)c1ccccc1,1,-1,2,-3,-2,4,-4,-8,3,-14,4
CC(C)(C)OC(=O)NC(Cc1ccccc1)C(=O)N1CCCC1C(=O)O (stereo not drawn),2,15,-2,-15,0,-6,17,-3,4,6,-1
CCNC(=O)CCc1nc(-c2ccc(C)cc2)no1,-8,3,1,12,-4,10,-18,-13,-27,-8,-16
